CD11b adhes inh: inhibitors of human CD11b/CD18 binding to fibrinogen. 0.54% of 93,000 active. P05107+P11215. K562 CD11b/CD18 adhesion to fibrinogen, ATPlite luminescence; Mn2+ added to activate the integrin. inhibition, % at 10 µM;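 active = primary inhibition of 50% or more at 10 µM, then 40% or more on retest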; note: some results filed as inactive read as strong as hits
Target sequence (P05107 whole entry, looked up, other chains not shown): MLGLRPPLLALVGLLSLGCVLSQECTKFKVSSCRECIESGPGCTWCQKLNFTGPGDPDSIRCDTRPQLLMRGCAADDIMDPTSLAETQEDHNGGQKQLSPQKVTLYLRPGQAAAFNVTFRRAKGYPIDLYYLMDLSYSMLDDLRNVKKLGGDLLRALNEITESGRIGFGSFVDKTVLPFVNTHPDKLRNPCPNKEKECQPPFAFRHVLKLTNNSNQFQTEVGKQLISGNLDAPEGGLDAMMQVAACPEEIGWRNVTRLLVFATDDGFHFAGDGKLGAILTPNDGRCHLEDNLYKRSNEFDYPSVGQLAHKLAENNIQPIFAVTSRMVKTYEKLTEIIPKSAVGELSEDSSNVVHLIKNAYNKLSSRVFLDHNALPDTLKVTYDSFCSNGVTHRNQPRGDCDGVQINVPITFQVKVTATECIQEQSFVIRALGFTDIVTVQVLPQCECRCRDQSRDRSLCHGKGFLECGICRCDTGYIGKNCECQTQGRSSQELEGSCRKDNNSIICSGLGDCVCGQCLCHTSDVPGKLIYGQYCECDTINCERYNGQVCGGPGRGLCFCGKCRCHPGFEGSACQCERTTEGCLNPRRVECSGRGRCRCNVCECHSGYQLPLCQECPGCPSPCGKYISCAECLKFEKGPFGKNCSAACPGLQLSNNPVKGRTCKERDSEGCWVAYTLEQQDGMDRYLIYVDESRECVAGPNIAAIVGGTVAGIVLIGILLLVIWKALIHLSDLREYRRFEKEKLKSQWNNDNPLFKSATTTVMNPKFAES
Candida biofilm: kills Candida albicans biofilms; AID 834; inhibition, % at 6 µM; C. albicans biofilm + clotrimazole, Alamar Blue; 0.14% of 85,000 active;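 active = inhibition above 20%; inactive = inhibition below 20%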;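 note: preformed 24 hr biofilms exposed to compound for 48 hr; 0% = biofilm without compound and 100% = blank killed by clotrimazole plus chlorhexidine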
sEH activator: activators of human soluble epoxide hydrolase. P34913. purified human sEH enzymatic activity, activator screen. activation, % at 2 µM. 0.04% of 91,000 active; in the data active = activation above about 37%; note: values of inactives mirror those of a sister screen read the other way
ERa SRC1 pot: ER-alpha (human) coactivator binding potentiation; P03372; TR-FRET ERalpha-LBD/SRC-Cy5 coactivator binding, 2 h; 100 = basal binding, no effect; coactivator binding (% of control), % at 25.6 µM; 1.3% of 86,000 active; AID 639; in the data active = activity above about 200%;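 note: binding measured in presence of low estradiol as agonist stimulus; 0% = peptide alone without receptor and 100% = receptor with peptide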
sEH inhibitor: blocks human soluble epoxide hydrolase activity; inhibition, % at 2 µM; AID 707; P34913; recombinant human sEH enzymatic activity assay; 0.34% of 91,000 active; in the data active = inhibition above about 80%; note: values of inactives mirror those of a sister screen read the other way; many of its hits are not listed in these tables
Smad3 FoxH1 inh: inhibitors of human Smad3 transcription factor binding; inhibition, % at 25 µM; 0.29% of 88,000 active; P84022; TR-FRET Smad3/Dy647-FoxH1 peptide binding, europium anti-His; AID 630;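 active = compounds that reduce the energy-transfer binding signal between the protein and its labelled peptide by more than half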;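 note: 0% = Smad3 plus labelled peptide maximal FRET and 100% = peptide-only background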
MT1-MMP txn act: MT1-MMP promoter transcription activation; AID 750; activation factor at 10 µM; HT1080 MT1-MMP promoter luciferase reporter, luminescence, overnight; active compounds read high; 0.16% of 86,000 active;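 active = activation factor of at least 2 for MT1-MMP transcription at 10 µM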
ERb SRC1 inh: blocks coactivator binding to human estrogen receptor beta | inhibition, % at 25.6 µM | 1.3% of 86,000 active | TR-FRET ER-beta LBD / SRC1-Cy5 peptide binding; receptor agonist-loaded with 1 µM estradiol | Q92731;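 active = compounds whose percent inhibition of the receptor-coactivator binding signal exceeds about 50% in the single-dose screen, limit read from the data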;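 note: 0% = receptor plus peptide wells without compound and 100% = peptide-only wells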
Mac1 fbg enh: CD11b/CD18-fibrinogen binding enhancement; P05107+P11215; K562 CD11b/CD18 adhesion to fibrinogen, ATPlite luminescence; activation, % at 10 µM; 0.07% of 93,000 active; AID 1499;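 active = 10 µM primary screen giving 50% or more activity, confirmed by 40% or more on retest at that dose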; note: strong numbers were not always called active; reference of the scale not given here
* hit, by the source's call; · = no result given; [ ] = dose if it differs, or a comment.

Labels used below – A = CD11b adhes inh; B = Candida biofilm; C = sEH activator; D = ERa SRC1 pot; E = sEH inhibitor; F = Smad3 FoxH1 inh; G = MT1-MMP txn act; H = ERb SRC1 inh; I = Mac1 fbg enh
1	COc1ccccc1N1CCN(CC(=O)c2ccc3ccn(C(C)=O)c3c2)CC1
  A: -18.7	B: 7.2	C: ·	D: 110.4	E: ·	F: 20.0[fluorescence artefact?]	G: 1.1	H: -2.2	I: 29.9
2	COC(=O)Cn1cc(C(=O)OC)cc(Br)c1=O
  A: 2.2	B: 6.6	C: ·	D: 110.1	E: ·	F: -17.6	G: 1	H: 3.2	I: -1.8
3	CCc1ccccc1N(C(=O)c1cccs1)C1C=CS(=O)(=O)C1 (stereo unspecified)
  A: ·	B: 1.3	C: -2.9	D: 114.3	E: 3.8	F: 7.2[fluorescence artefact?]	G: 1.1	H: -7.7	I: ·
4	CCOC(=O)C1CCN(CCC(=O)Nc2cccc(Cl)c2C)CC1
  A: -20.4	B: 4.4	C: -0.8	D: 105.1	E: 2.0	F: 5.2[fluorescence artefact?]	G: 1.1	H: -27.4	I: 1.4
5	CCC(=O)Nc1ccccc1C(=O)N1CCOCC1
  A: -6.1	B: 6.1	C: ·	D: 107.9[fluorescence artefact?]	E: ·	F: -5.2	G: 1.1	H: -1.0	I: -0.3
6	O=C(COc1ccc(S(=O)(=O)NC2CCCCC2)cc1Cl)Nc1ccc2c(c1)OCO2
  A: 4.4	B: -1.2	C: -30.1	D: 102.0[fluorescence artefact?]	E: 29.1	F: 7.4	G: 0.9	H: -10.9	I: 0.6
7	Cc1cc(C)nc(-n2nc(C)c(C3(O)C(=O)Nc4ccccc43)c2N)n1 (stereo unspecified)
  A: -5.1	B: 8.7	C: ·	D: 103.8	E: ·	F: -3.4	G: 1.1	H: -2.8	I: -1.2
8	COC(=O)c1cc(=O)c2ccc(OC)cc2o1
  A: 7.6	B: 8.7	C: ·	D: 112.6[fluorescence artefact?]	E: ·	F: 3.9	G: 1.2	H: -7.0[fluorescence artefact?]	I: -3.9
9	c1ccc(COc2ccc(Oc3nc(N4CCCCC4)nc(N4CCOCC4)n3)nn2)cc1
  A: 8.0	B: 4.9	C: ·	D: 93.9	E: ·	F: -0.5	G: 1	H: -0.6	I: -2.7
10	COc1ccc(NS(=O)(=O)c2cc([N+](=O)[O-])ccc2N/N=C\c2c(C)[nH]c3ccccc23)cc1
  A: 14.2	B: ·	C: 3.6	D: ·	E: -2.8	F: ·	G: ·	H: ·	I: -3.4
11	NS(=O)(=O)c1ccc(CNC(=O)NC2(c3ccccc3)CC2)cc1
  A: -0.7	B: -2.4	C: -14.6	D: 126.9	E: 13.3	F: 7.3	G: 1.2	H: -5.0	I: 1.7
12	CCOC(=O)N1CCN(c2c(NCCN3CCN(Cc4ccccc4)CC3)c(=O)c2=O)CC1
  A: 2.6	B: 4.3	C: -10.0	D: 112.4[fluorescence artefact?]	E: 13.2	F: 1.5	G: 1.1	H: -7.0	I: 4.0
13	CCCCCn1c(N)c(C#N)c2nc3ccccc3nc21
  A: -17.7	B: 3.2	C: -0.6	D: 77.8[fluorescence artefact?]	E: 4.5	F: 9.6	G: 0.9	H: 6.8	I: 1.2
14	O=C(CCCCCN1C(=O)c2ccccc2C1=O)NCc1ccco1
  A: -6.0	B: 10.4	C: ·	D: 97.7	E: ·	F: -12.6	G: 1.1	H: 11.8	I: -1.3
15	O=C(NCC1CCCO1)C(c1cccs1)N(C(=O)Cn1nnc(-c2cccs2)n1)C1CCCC1 (stereo unspecified)
  A: ·	B: 9.6	C: -9.2	D: 106.6	E: 14.0	F: 1.3	G: 1.2	H: -1.8	I: ·
16	O=C(CCS(=O)(=O)c1ccc(Br)cc1)N1CCN(c2ccc(Cl)cc2)CC1
  A: -8.2	B: 7.0	C: -7.2	D: 106.3	E: 5.7	F: -0.8	G: 1.1	H: -3.4	I: -2.0
17	Cc1nn(-c2ncc(C(F)(F)F)cc2Cl)c(=O)n1-c1ccccc1
  A: -2.6	B: 2.0	C: 0.5	D: 96.5	E: -1.9	F: 9.9	G: 1	H: -9.1	I: 0.6
18	CC(NC(=O)CN1CCCC1)C12CC3CC(CC(C3)C1)C2 (stereo unspecified)
  A: ·	B: 7.1	C: -4.1	D: 86.0	E: 3.0	F: -11.0	G: 1.1	H: 20.3[fluorescence artefact?]	I: ·
19	CCC(=O)Nc1nc(C)nc(C)c1C(C)=O
  A: -19.0	B: 9.1	C: 6.3	D: 93.4	E: -6.5	F: 3.7	G: 1.1	H: 11.2[fluorescence artefact?]	I: -2.4
20	CCC(CC)C(=O)Nc1ccccc1-n1cccc1
  A: -3.7	B: ·	C: -9.0	D: ·	E: 11.3	F: ·	G: ·	H: ·	I: 36.4
21	CCn1c(SCc2ccc(C)cc2)nnc1-c1cnccn1
  A: 7.2	B: -8.3	C: -5.4	D: 88.8	E: 4.2	F: 2.1	G: 1.3	H: 1.8	I: -0.2
22	CC(C)=CC(=O)NCCc1ccccc1
  A: -2.2	B: 5.7	C: -16.1	D: 126.4	E: 20.7	F: 0.8	G: 1.1	H: -15.5[fluorescence artefact?]	I: -3.2
23	CCCCn1c(=O)n(CC(=O)Nc2ccc(OC)c(Cl)c2)c(=O)c2c1nc(CO)n2CCC
  A: -1.8	B: ·	C: -4.7	D: ·	E: 3.9	F: ·	G: ·	H: ·	I: 3.6
24	COc1ccccc1CNC(=O)CCS(=O)(=O)c1cccc2nonc12
  A: -24.7	B: -1.2	C: -3.9	D: 118.7	E: 5.8	F: 3.0	G: 1.1	H: -5.0	I: -4.1
25	CCOC(=O)c1nnn(-c2nonc2-n2cccc2)c1CN1CCC(C(=O)OCC)CC1
  A: ·	B: 3.3	C: -0.4	D: 113.9	E: 3.2	F: 4.8	G: 1.1	H: 2.7	I: ·
26	O=C(NCc1ccc(N2CCCC2=O)cc1)c1cnccn1
  A: -36.5	B: 9.2	C: 0.2	D: 112.6	E: 1.3	F: -12.3	G: 1	H: -3.4[fluorescence artefact?]	I: -3.3
27	Cc1cccc(NC(=O)CCc2c(C)nc3ncnn3c2C)n1
  A: -1.8	B: 3.1	C: -1.7	D: 110.3	E: 2.6	F: -5.0	G: 1.1	H: -4.7[fluorescence artefact?]	I: -2.4
28	COC(=O)c1ccccc1N/C=C1\CCc2c(c(C)nn2-c2ccccn2)C1=O
  A: 6.9	B: ·	C: 7.5	D: ·	E: -5.7	F: ·	G: ·	H: ·	I: 7.5
29	CC(CN1CCN(c2ccccc2)CC1)c1ccccc1 (stereo unspecified)
  A: 15.6	B: ·	C: 9.8	D: ·	E: -7.4	F: ·	G: ·	H: ·	I: -1.1
30	CCCCN(C(=O)NC(=O)Nc1cc(C)ccc1C)S(C)(=O)=O
  A: -14.4	B: 9.3	C: 10.8	D: 104.2	E: -11.3	F: 3.2	G: 1.1	H: 91.0*[fluorescence artefact?]	I: -4.8
31	CCNc1nc(Oc2ccccc2)nc(OC(C)C(=O)OCC)n1 (stereo unspecified)
  A: ·	B: 8.3	C: 8.6	D: 107.5	E: -4.8	F: 18.1	G: 1	H: -7.8	I: ·
32	c1ccc2c(c1)c1ccccc1n2CN1CCOCC1
  A: ·	B: 3.2	C: 2.8	D: 101.1	E: 2.2	F: 6.6	G: 1.1	H: -12.3	I: ·

Source: PubChem (several laboratories)

These rows are one share of the data; count on the stated rates, not on these rows.
